# Screening data as filed in PubChem.
# CAL PDZ FP-1 = CAL PDZ peptide-binding inhibitors, primary screen, biochemical, fluorescence polarization, Cer-tagged CAL PDZ, HTS; Golgi-associated PDZ and coiled-coil motif-containing protein (Homo sapiens), Q9HD26; purified CAL PDZ, TMR-peptide fluorescence polarization, 1 h; inhibition, % at 20 µM; 330,000 tested, 0.02% active; AID 504414, 2011;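 active = highest replicate inhibition of at least 40%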;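 also: plate controls were DMSO neutral control wells for no effect and unlabeled competitor peptide control wells for full effect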
#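 Material: tagged CAL PDZ domain; buffer or medium: 25 mM sodium phosphate pH 7.4, 150 mM NaCl, TCEP, IgG, Thesit; compound dosing: single point, 20 µM; schedule: 1 h incubation at room temperature before polarization reading; measured by: FP readout, S and P plane fluorescence; read-out basis: percent inhibition from loss of millipolarization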
# Wnt bcat act = Wnt/beta-catenin pathway activators, primary screen, cell-based, plate reader, single point; Wnt/beta-catenin reporter cell assay, activator; activation, % at 9.35 µM; 300,000 tested, 1.2% active; AID 743398, 2014; in the data active = activation above about 30%, passing the limit was not always enough; inconclusive = no clear call, values can overlap the other calls;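 also: 0% = neutral control wells and 100% = positive control wells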
# MITF TRPM1 HTS = activators of MITF-driven TRPM1 promoter reporter, primary screen, cell-based, SK-MEL-5, luciferase, single point | 300,000 tested, 0.75% active | activation, % at 12.5 µM | SK-MEL-5 TRPM1-promoter luciferase, 24 h; % of positive control, neutral wells = 0;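 active = mean activation of at least 80% with every replicate also reaching 80%; inconclusive = mean reaches 80% but some replicate falls short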;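 also: 0% = neutral control wells and 100% = parthenolide positive control wells; values of inactives mirror those of a sister screen read the other way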
# V-ATPase pHluor = regulators of yeast V-ATPase proton pumping, primary screen, pHLuorin cytosolic pH fluorescence; S. cerevisiae; response, % at 10 µM; 350,000 tested, 0.37% active; AID 504577, 2011; in the data active = response mostly above about 7.3%, no sharp cut-off; inactive = mostly below about 5.4%; also: actives read high; inactives centre near 0; some compounds called inactive have numbers as strong as hits; reference of the scale not given here
# CAL PDZ FP-2 = untagged CAL PDZ binding inhibitors, primary screen, biochemical, fluorescence polarization, HTS | AID 602252, 2012 | inhibition, % at 24.9 µM | purified CAL PDZ, TMR-peptide fluorescence polarization, 1 h | Golgi-associated PDZ and coiled-coil motif-containing protein (Homo sapiens), Q9HD26 | 300,000 tested, 0.92% active;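 active = mean inhibition of at least 30% with at least half of replicates also reaching 30%; inconclusive = no clear call, values can overlap the other calls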;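 also: 0% = DMSO neutral control and 100% = excess unlabeled competitor peptide PRC23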
# Tat transport = E. coli Tat export inhibitors, primary screen, MC4100, TorA-mCherry reporter, fluorescence, single point; inhibition, % at 10 µM; 340,000 tested, 0.036% active; AID 488895, 2010;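 active = mean replicate inhibition at least 50% and at least half of replicates individually reaching 50%; inconclusive = only one of the two criteria met; inactive = neither criterion met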;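 also: exported cargo escapes ClpAP degradation while cytoplasmic cargo is degraded and loses fluorescence; 0% = median of neutral control wells and 100% = median of NaSCN control wells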
# Rtt109 HAT inh = inhibitors of C. albicans Rtt109/Vps75 HAT, primary screen, biochemical, ThioGlo CoA-SH fluorescence, plate reader; Histone acetyltransferase RTT109 (Candida albicans (strain SC5314 / ATCC MYA-2876)), …; purified Rtt109/Vps75, 4 h; inhibition, % at 34.9 µM; 330,000 tested, 0.16% active;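 active = inhibition of at least 50% in every replicate; inconclusive = best replicate reaches 50% inhibition but some replicates fall short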
# Target sequence (Q5AAJ8 whole entry, looked up): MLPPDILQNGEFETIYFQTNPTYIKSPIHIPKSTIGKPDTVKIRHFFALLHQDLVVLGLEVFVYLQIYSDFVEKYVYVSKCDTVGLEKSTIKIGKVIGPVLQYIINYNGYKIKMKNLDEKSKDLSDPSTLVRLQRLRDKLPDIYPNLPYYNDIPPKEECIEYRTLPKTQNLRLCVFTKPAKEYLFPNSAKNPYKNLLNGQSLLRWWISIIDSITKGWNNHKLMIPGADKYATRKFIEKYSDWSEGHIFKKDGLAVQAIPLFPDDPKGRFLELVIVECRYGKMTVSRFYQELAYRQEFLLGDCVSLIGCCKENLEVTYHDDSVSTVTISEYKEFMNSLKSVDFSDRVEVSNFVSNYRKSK
# dFosB act = activators of delta FosB homodimer, primary screen, biochemical, fluorescence polarization, TAMRA-CDK5 oligo, single point. Protein FosB (Mus musculus), P13346. purified delta FosB; percent of positive-control signal above neutral wells. activation, % at 25 µM. 340,000 tested, 0.99% active. AID 493131, 2011;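 active = mean activation above about 17%, with every replicate also reaching it, limit read from the data, passing the limit was not always enough; inconclusive = only one of the two conditions met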;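 also: fluorescence polarization rise as delta FosB binds a TAMRA Cdk5 AP-1 oligo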
# CDK5 p35 inh = inhibitors of human CDK5/p35 kinase, primary screen, biochemical, single concentration. Cyclin-dependent kinase 5 (Homo sapiens) + Cyclin-dependent kinase 5 activator 1 (Homo …. Recombinant CDK5/p35, ADP-Glo luminescence, 60 min. inhibition, % at 10 µM. 330,000 tested, 0.01% active. AID 488839, 2010;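 active = highest replicate inhibition of at least 50% and at least 75% of replicates reaching 50%; inconclusive = only one of the two criteria met; inactive = both criteria failed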;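 also: plate controls were DMSO neutral control for no effect and GW8510 at 10 µM for full effect; many of its hits are not listed in these tables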
# Target sequence (Q00535 whole entry, looked up): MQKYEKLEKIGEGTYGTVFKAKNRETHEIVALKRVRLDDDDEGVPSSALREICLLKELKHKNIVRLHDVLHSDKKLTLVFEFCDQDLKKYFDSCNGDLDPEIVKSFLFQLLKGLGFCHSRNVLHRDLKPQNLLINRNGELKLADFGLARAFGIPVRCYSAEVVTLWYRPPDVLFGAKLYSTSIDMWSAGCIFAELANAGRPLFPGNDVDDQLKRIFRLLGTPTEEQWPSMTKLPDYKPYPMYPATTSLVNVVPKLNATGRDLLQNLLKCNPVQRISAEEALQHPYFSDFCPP
# Target sequence (Q15078 whole entry, looked up): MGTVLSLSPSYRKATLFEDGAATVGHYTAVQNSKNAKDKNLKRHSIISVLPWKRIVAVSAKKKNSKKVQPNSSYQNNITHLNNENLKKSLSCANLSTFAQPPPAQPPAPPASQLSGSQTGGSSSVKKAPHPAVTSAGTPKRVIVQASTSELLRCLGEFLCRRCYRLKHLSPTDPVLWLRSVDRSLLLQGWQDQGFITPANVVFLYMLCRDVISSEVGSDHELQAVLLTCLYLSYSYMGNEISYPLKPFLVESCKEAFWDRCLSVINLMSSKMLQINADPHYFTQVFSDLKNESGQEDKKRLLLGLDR
# RTF Ca sens act = cardiac RTF calcium sensitivity activators, primary screen, biochemical, IANBD-TnC fluorescence, EC20 calcium; IANBD-labeled TnC RTF fluorescence at EC20 calcium; 0% EC20 calcium, 100% full calcium; Troponin I, cardiac muscle (Homo sapiens) + Troponin T, cardiac muscle (Homo sapiens) + …; AID 493008, 2010; activation, % at 7.2 µM; 340,000 tested, 0.24% active;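 active = activation above the mean over all tested compounds plus 3 SD, cut at about 30% in these data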;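 also: rise in fluorescence read as greater calcium sensitivity of cardiac thin filaments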
# * marks the source's active call; other numbers are inactive results; u = inconclusive; x = no result given.
SMILES,CAL PDZ FP-1,Wnt bcat act,MITF TRPM1 HTS,V-ATPase pHluor,CAL PDZ FP-2,Tat transport,Rtt109 HAT inh,dFosB act,CDK5 p35 inh,RTF Ca sens act
O=C(C1CCCN(S(=O)(=O)c2cc(Cl)ccc2Cl)C1)N1CCCCCC1 (stereo unspecified),-1.9,-3,-4,-2,-3,4,-3,-6,1.3,4
CC(=O)c1ccc(NS(=O)(=O)c2cc(-c3cnc(C4CC4)o3)ccc2C)cc1,-1.0,1,1,-2,-1,-4,0,4,1.2,-2
Cc1cccc(CN2CCN(C(=O)CCl)CC2)c1,-1.2,-4,-22,1,-1,0,-6,1,0.2,0
O=C(Cn1c(=O)n(Cc2ccco2)c(=O)c2ccccc21)Nc1cccc(Cl)c1,-1.1,-6,13,4,-3,7,10,u,1.3,1
COC(=O)c1ccc(COC(=O)CNC(=O)c2cccs2)cc1,-3.2,-1,-10,-7,0,-5,29,-8,-0.8,-1
CN1CCC(N(C)S(=O)(=O)c2ccc(NC(=O)c3ccc(S(=O)(=O)N(C)C)cc3)cc2)CC1,-0.6,-8,0,2,x,0,1,-12,0.3,-5
COC(=O)CCN(C(C)=O)c1ccc(N)cc1,-1.3,x,6,0,-3,2,-2,-3,-0.1,6
CCOc1cccc(C(=O)Nc2cc(C)ccc2NC(=O)c2ccco2)c1,-1.7,0,-11,2,x,3,-2,-2,0.4,-3
CCOC(=O)C1CCCCN1Cc1ccc(OC)c(OC)c1OC (stereo unspecified),1.3,-5,-5,3,-5,18,3,-2,-3.3,6
COc1cccc(/C(O)=C2/C(=O)C(=O)N(Cc3cccnc3)C2c2ccco2)c1 (stereo unspecified),-0.3,0,-13,4,2,-3,0,-3,-0.6,-9
O=c1/c(=C/c2ccccn2)sc2n1CN(c1ccccc1)CN=2,-0.4,-2,18,7,-1,-2,8,-6,0.0,2
CCOc1cc(S(=O)(=O)NCc2ccc(OC)cc2)c(OCC)cc1-n1cnnn1,-2.4,x,-1,0,x,0,-1,-8,1.1,1
Cc1ccc(N(C(=O)c2snc(C(N)=O)c2N)C(C(=O)NCC2CCCO2)c2ccc3ncccc3c2)cc1 (stereo unspecified),-0.7,0,-5,-2,x,4,0,-4,2.0,3
CCn1c(SCC(=O)O)nnc1-c1cccnc1,0.2,0,7,-4,-2,1,-10,-2,-10,3
CC1=NN2C(=N)/C(=C\c3cc(C)n(-c4ccccc4)c3C)C(=O)N=C2S1,-1.4,-1,9,3,-2,-13,-29,3,-0.9,3

# Of the compounds above, these have a furan ring, fused or not:
SMILES,CAL PDZ FP-1,Wnt bcat act,MITF TRPM1 HTS,V-ATPase pHluor,CAL PDZ FP-2,Tat transport,Rtt109 HAT inh,dFosB act,CDK5 p35 inh,RTF Ca sens act
O=C(Cn1c(=O)n(Cc2ccco2)c(=O)c2ccccc21)Nc1cccc(Cl)c1,-1.1,-6,13,4,-3,7,10,u,1.3,1
CCOc1cccc(C(=O)Nc2cc(C)ccc2NC(=O)c2ccco2)c1,-1.7,0,-11,2,x,3,-2,-2,0.4,-3
COc1cccc(/C(O)=C2/C(=O)C(=O)N(Cc3cccnc3)C2c2ccco2)c1 (stereo unspecified),-0.3,0,-13,4,2,-3,0,-3,-0.6,-9

# Other results follow:
SMILES,CAL PDZ FP-1,Wnt bcat act,MITF TRPM1 HTS,V-ATPase pHluor,CAL PDZ FP-2,Tat transport,Rtt109 HAT inh,dFosB act,CDK5 p35 inh,RTF Ca sens act
CCc1nnc(SCC(=O)N2CCc3ccccc32)n1CC,-0.3,2,2,0,x,-4,-3,-7,1.6,-5
COc1cccc(CNC(=O)C2CCN(S(=O)(=O)N3CC(C)CC(C)C3)CC2)c1 (stereo unspecified),-0.6,-18,1,-4,0,-1,11,-9,-0.4,-2
CC(NC(=O)Nc1nccs1)(C(F)(F)F)C(F)(F)F,-0.5,x,10,6,5,u,3,-10,-0.2,-3
CC(C)(C)c1ccc(OCC(=O)NNC(=O)CCc2ccccc2)cc1,-0.8,x,-8,2,1,-4,-7,-1,-1.6,-7
CCN(c1ccc(OC)cc1)S(=O)(=O)c1ccc2c(c1)NC(=O)CS2,0.5,9,5,-3,10,-2,15,-7,-0.1,-3
CC1Cc2ccccc2N1C(=S)NC(=O)C1(C)CC1(Cl)Cl (stereo unspecified),-0.2,-3,7,-1,0,1,1,-2,0.6,6
O=C(NCC1CCCO1)C1CCN(C2CCN(CCCC3CCCC3)CC2)CC1 (stereo unspecified),-0.2,-3,25,3,11,-3,25,-12,-0.7,-3
CCN(CC)CC(=O)Nc1cccc2c1C(=O)c1ccccc1C2=O,-0.2,-4,-2,8,0,-6,-2,-7,-0.9,-2
COc1ccccc1CNC(=O)CNC(=O)[C@@H]1Cc2ccccc2CN1,-2.7,0,-1,-2,-2,-12,5,1,0.8,0
CN1C(=O)N(C)C(NC(=O)Nc2ccccc2)C1NC(=O)Nc1ccccc1 (stereo unspecified),-1.7,x,7,1,-1,0,-10,3,-0.8,-4
O=C(c1ccc([N+](=O)[O-])cc1)n1nc(-c2ccccc2)nc1NCc1ccc(F)cc1,0.5,6,31,-5,-1,5,-10,-8,-3.2,7
CC1=C(c2ccc(C(C)C)cc2)S(=O)(=O)N=C1N1CCN(C(=O)c2ccco2)CC1,-0.3,-1,6,-1,1,2,-2,6,-0.5,1
N/C(=N\N=C\c1ccc(Br)o1)c1nonc1N,-0.6,23,118*,-2,x,-7,-5,0,0.4,3
COC(=O)c1cc(Cc2ccc(N)c(C(=O)OC)c2)ccc1N,-1.5,x,x,1,2,-1,x,-8,-0.4,-3
CCn1c2ccccc2c2nnc(NN)nc21,0.0,x,-9,0,-1,-7,-2,-6,x,-4

# 2 of the compounds above, with bars between the fields.
compound | CAL PDZ FP-1 | Wnt bcat act | MITF TRPM1 HTS | V-ATPase pHluor | CAL PDZ FP-2 | Tat transport | Rtt109 HAT inh | dFosB act | CDK5 p35 inh | RTF Ca sens act
CCN(CC)CC(=O)Nc1cccc2c1C(=O)c1ccccc1C2=O | -0.2 | -4 | -2 | 8 | 0 | -6 | -2 | -7 | -0.9 | -2
COc1ccccc1CNC(=O)CNC(=O)[C@@H]1Cc2ccccc2CN1 | -2.7 | 0 | -1 | -2 | -2 | -12 | 5 | 1 | 0.8 | 0

# (cont.)
SMILES,CAL PDZ FP-1,Wnt bcat act,MITF TRPM1 HTS,V-ATPase pHluor,CAL PDZ FP-2,Tat transport,Rtt109 HAT inh,dFosB act,CDK5 p35 inh,RTF Ca sens act
COc1ccc(C)cc1S(=O)(=O)N1CCN(C(=O)c2ncoc2-c2ccccc2F)CC1,-0.5,-4,-5,-2,-1,8,6,-7,-0.3,1
CCc1ccc(NC(=O)C2CCCCC2C(=O)O)cc1 (stereo unspecified),0.6,-9,-6,3,-24,-3,-5,-2,-1.5,-4
O=C(NCCC1=CCCCC1)C1CCC(CNS(=O)(=O)c2ccccc2)CC1 (stereo unspecified),-0.4,-8,0,-3,-3,2,-17,-2,-1.0,-2
CC(=O)c1c(N2CCN(Cc3ccccc3)CC2)nc(=S)n(Cc2ccccc2)c1C,0.1,-6,-9,7,0,7,6,2,x,7
COc1ccc(CNC(=O)[C@H](Cc2ccccc2)NC(=O)C2CCN(C(=O)[C@H](C)N)CC2)cc1,0.1,-2,2,-4,3,8,5,-2,-0.8,10
COc1ccccc1CN(C)C(=O)c1cc(C)nc2ccccc12,-2.5,1,-6,1,1,0,17,5,-1.4,-2
C/C(=N\NC(=O)c1c(Cl)cnn1C)c1ccc(NC(=O)c2ccc(Br)o2)cc1,-0.9,10,76,-2,2,-3,-9,-5,-1.8,0
COc1ccc2c(c1)[C@@H]1[C@H](CO2)[C@H](c2ccccc2)[C@]2(C)C(=O)Nc3ccc(C)cc3C(=O)N12,-1.2,x,-1,0,0,6,7,-2,-0.1,9
Cc1ccc(Cl)cc1NC(=O)COC(=O)c1ccc(CN2CCCC2=O)cc1,-2.5,0,17,-3,-3,-5,1,-4,-8.0,4
CCN1CCN(c2nc(N)c([N+](=O)[O-])c(Nc3cccc(C)c3)n2)CC1,-2.7,1,-11,1,-2,1,6,9,-2.2,-8
CCC(CC)C(=O)N=C1SC2CS(=O)(=O)CC2N1CCc1ccc(OC)c(OC)c1 (stereo unspecified),0.9,-1,-5,-2,-5,2,12,-9,0.9,-2
Cc1cc(C(=O)N2CCN(c3ncccn3)CC2)cs1,-1.6,x,11,2,-1,-1,4,0,-2.2,-2
COc1ccccc1C(=O)N(Cc1ccc(Cl)cc1)C1CCS(=O)(=O)C1 (stereo unspecified),-1.8,-1,10,-1,-1,-6,1,-1,x,0
Cc1ccc2oc(=O)n(Cc3ccccc3OC(C)C)c2c1,-1.6,-6,-2,4,0,15,-8,-5,-2.0,-1
O=C(c1ccc(Br)o1)N1CCN(CCOc2ccccc2)CC1,-1.1,27,7,6,-6,1,6,1,-0.7,-6
CC(C)c1ccc(N(CC(=O)NC2CCCC2)C(=O)CCC(=O)Nc2ccccn2)cc1,-0.4,0,5,15*,-6,-3,-27,-12,0.7,1
CCN(CC(=O)NCc1cccs1)C(=O)c1cccc(S(=O)(=O)NCc2ccccc2)c1,-0.3,-3,4,5,-4,-14,-1,-3,0.1,2
CC(C(=O)OCC(=O)Nc1ncc(Cl)cc1Cl)N1C(=O)c2ccccc2C1=O (stereo unspecified),-0.5,-1,-7,-2,-1,0,-10,7,0.1,-3
O=C(Nc1cccc(C(F)(F)F)c1)C1CCN(S(=O)(=O)c2cccnc2)CC1,-0.4,2,-5,1,x,-11,7,-4,1.6,1
C=CCNS(=O)(=O)c1ccc(OC)c(C)c1,-3.5,-4,5,1,-4,4,-20,4,1.8,-2
O=[N+]([O-])c1cc(C2Nc3cccc4cccc(c34)N2)ccc1Cl,-0.3,-1,-1,2,5,-16,-7,-7,-1.9,2

# No enrichment for hits; overall some 4.1% were active at least once.
